Pf growth 48h – inhibits P. falciparum growth in the first generation, 48 h. P. falciparum luciferase growth in erythrocytes, 48 h. Potency, µM (doses to about 28.7 µM), inactives show at the highest dose activity change, negative = inhibition, hits mostly inhibitors. 310,000 compounds, 5.9% hits; note: potency is the fitted concentration of half-maximal effect; % is set by controls: 0 for no effect and ±100 for the full control effect
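Here the parasites carry a stable luciferase gene and grow inside erythrocytes in Albumax-based RPMI medium with compound for one erythrocytic cycle. Activity is scored as loss of luminescent signal.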
Cycloheximide cs – counter-screen hit for Shiga toxin inhibitors, cycloheximide. max response, %. 300,000 compounds, 12% hits. cell reporter, cycloheximide protein synthesis inhibition counterscreen. AID 2314; in the data active = max response mostly above about 13%, no sharp cut-off; inactive = mostly below about 14%; note: read at 38.3 µM for the half of the compounds with a filed dose; 0% is about no effect
Shiga inhibitor – blocks Shiga toxin action in Vero cells | AID 2315 | Vero cells, Shiga toxin protein synthesis inhibition reporter | inhibition, % at 38.7 µM | 290,000 compounds, 9.2% hits; in the data active = inhibition mostly above about 28%, no sharp cut-off; inactive = mostly below about 43%; note: 0% is about no effect
Pf growth 96h – P. falciparum growth inhibition at 96 hours | P. falciparum luciferase reporter growth, 96 h | Potency, µM (series often up to 28.7 µM), without a hit: at the top dose activity change, negative = inhibition, most hits filed as inhibitors | 320,000 compounds, 6.9% hits; note: potency is the fitted concentration of half-maximal effect; % is set by controls: 0 for no effect and ±100 for the full control effect
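Two-generation exposure (96 h) targets delayed-death phenotype. Reporter parasites carrying integrated firefly luciferase, in red cells at 2% hematocrit and 0.05% parasitemia final, kept at 37 C, 5% CO2; luminescence loss indicates inhibition.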
Tb PYK inh – blocks Trypanosoma brucei pyruvate kinase; Q57TT1; TbPYK enzyme, Kinase-Glo Plus ATP luminescence, 45 min; Potency, µM (doses to about 76.8 µM), without a hit: at the top dose activity, negative = inhibition, actives largely listed as inhibitors; 410,000 compounds, 0.12% hits; note: potency is the fitted concentration of half-maximal effect; % is set by controls: 0 for no effect and ±100 for the full control effect; nearly all actives have a fitted effect of over 50% in size
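Enzyme and substrate buffer are dispensed first and compound is pin-transferred. ADP at 130 uM final then starts the reaction, which runs 45 min at room temperature. Detection reagent is added for 10 min before luminescence is imaged.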
AMA1-RON2 inh – disrupts binding of P. falciparum AMA1 to RON2; AlphaScreen AMA1-biotinylated RON2 peptide binding; Potency, µM (titrated, usually from 58.2 µM), without a hit: at the top dose activity change, negative = inhibition, actives largely listed as inhibitors; 360,000 compounds, 0.2% hits; AID 720542;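 note: potency is the fitted concentration of half-maximal effect; 0% = vehicle wells and -100% = peptide control; nearly all actives have a fitted effect of over 45% in size; some results filed as inactive show a strong effect at the top dose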
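AMA1 (3D7) with his tag at 25 nM final met compounds first, then biotinylated RON2 peptide at 25 nM; detection used donor plus acceptor beads, 10 µg/mL apiece, read by AlphaScreen after 30 min at room temperature.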
LmPK inhibitor – LmPK (Leishmania mexicana) enzyme inhibition | Q27686 | purified LmPK, Kinase-Glo ATP luminescence, 1 h | Potency, µM (doses to about 57.5 µM), without a hit: at the highest dose activity change, negative = inhibition, usual class: inhibitors | 290,000 compounds, 0.37% hits; note: potency is the fitted concentration of half-maximal effect; % is set by controls: 0 for no effect and ±100 for the full control effect
Target sequence (Q27686 whole entry, looked up): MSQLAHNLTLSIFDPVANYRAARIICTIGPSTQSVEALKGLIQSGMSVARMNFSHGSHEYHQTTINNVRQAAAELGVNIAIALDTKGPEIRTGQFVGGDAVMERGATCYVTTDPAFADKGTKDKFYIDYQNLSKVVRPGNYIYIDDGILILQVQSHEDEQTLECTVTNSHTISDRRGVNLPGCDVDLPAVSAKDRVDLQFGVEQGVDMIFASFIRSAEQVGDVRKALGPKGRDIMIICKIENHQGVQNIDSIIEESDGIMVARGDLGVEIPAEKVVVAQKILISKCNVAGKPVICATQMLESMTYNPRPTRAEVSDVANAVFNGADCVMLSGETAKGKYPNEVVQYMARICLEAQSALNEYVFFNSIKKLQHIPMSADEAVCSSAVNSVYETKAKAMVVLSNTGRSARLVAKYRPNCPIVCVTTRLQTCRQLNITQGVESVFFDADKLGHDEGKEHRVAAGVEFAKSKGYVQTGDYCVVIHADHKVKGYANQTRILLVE
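Screened at intermediate enzyme activity to detect both inhibitors and activators: LmPK at 0.1 nM, with a 0.5 nM enzyme column as activation reference. PEP 0.5 mM, ADP 0.1 mM; ATP detected by luminescence after 1 h.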
* marks the source's active call; other numbers are inactive results; ? = inconclusive; · = no result given; & = joins results of further samples; [ ] = another dose, or the depositor's remark. Unless noted, calls come from the whole dose curve; as a rule, active = well fitted curve in the direction sought with a large enough effect; inconclusive = small, poorly fitted or top-dose-only effect, or another doubt; inactive = no such curve, though single readings can be large; an effect the other way counts as inactive or inconclusive.

Each structure is followed by: Pf growth 48h, Cycloheximide cs, Shiga inhibitor, Pf growth 96h, Tb PYK inh, AMA1-RON2 inh, LmPK inhibitor
> O=C1N=C(N2C=CC(=C3C=CNC=C3)C=C2)/C(=C/N=NC(=O)c2ccccc2O)S1
    -24%, 26*, 54*, 3%, 8%, 0%, 5%
> Cc1cc(Cl)ccc1NC(=O)Nc1c(C)n(-c2ccccc2)c(=O)n1C
    12%, -3, -2, ·, 0%, 3%, -2%
> CC1(C)CNC(=O)c2sc(N3CCCCC3)nc2C1
    67%[activator], 23*, 56, -3%, -1%, -1%, -2%
> O=C(COc1ccc(-c2nnco2)cc1)N1CCN(S(=O)(=O)c2ccccc2)CC1
    -27%, -2, 0, ·, -6%, 21%, 2%
> COc1ccc(OC)c(C2/C(=C(\O)c3ccc(OC)c(Cl)c3)C(=O)C(=O)N2CCN(C)C)c1 (centres undefined)
    9%, -2, -9, 35%[activator], 16%, 8%, 4%
> COc1ccc(Cl)cc1N(CC(=O)N/N=C/c1ccc(OC(C)C)cc1)S(=O)(=O)c1ccc(C)c([N+](=O)[O-])c1
    ?, -2, -4, ?, 3%, 8%, 1%
> COc1cc(CNCCO)cc(Br)c1OCc1cccs1
    -14%, -2, -6, 34%[activator], 0%, -7%, 1%
> O=C(N/N=C/c1nn(-c2ccccc2)cc1-c1ccccc1)c1ccncc1
    ?, 22, 29, -101%, 1%, 11%, -1%
> O=C(CN1CCN(S(=O)(=O)c2ccccc2)CC1)Nc1ccc(Cl)c([N+](=O)[O-])c1
    ?, ·, ·, ?, -6%, -15%, ·
> N/C(=N\S(=O)(=O)c1cc(C(F)(F)F)cc(C(F)(F)F)c1)c1cccs1
    2%, 1, -4, 0%, -5%, -7%, -5%
> CC(C)(C)C(=O)Nc1c2c(nn1-c1cccc(Cl)c1)CS(=O)(=O)C2
    4%, -5, -14, -13%, 14%, 0%, 0%
> CCCCOCCCNC(=O)Cc1cccs1
    ?, -1, -4, 2%, 3%, 1%, -1%
> COc1ccc(NC(=O)COC(=O)c2cccc(S(=O)(=O)N3CCCCC3)c2)c(OC)c1
    -24%, ·, ·, -17%, 2%, 0%, ·
> CCCCn1c(N)c(N(CC(C)C)C(=O)C2CCN(S(=O)(=O)c3ccc(C)c(C)c3)CC2)c(=O)[nH]c1=O
    2.6µM*, -1, -12, 2.3µM*, -1%, -9%, 3%
> O=S(=O)(NCC(Nc1ccc(Cl)cc1)c1ccccc1)c1ccccc1 (centres undefined)
    ?, -3, -7, -8%, -6%&-6%, -1%, 7%
> Cc1[nH]c2ccccc2c1/C=N/NC(=O)c1cccc(S(=O)(=O)Nc2ccccc2Cl)c1
    -5%, -2, -6, ?, -19%, -3%, -2%
> COc1ccc(-c2nnc(SCC(=O)N(C)C3CCS(=O)(=O)C3)n2N)cc1OC (centres undefined)
    ?, 3, 0, 0%, 3%, -1%, -4%
> O=C1C(=O)N(CCCn2ccnc2)C(c2ccc([N+](=O)[O-])cc2)/C1=C(\O)c1ccc2c(c1)OCCO2 (centres undefined)
    ?, ·, ·, ?, 4%, 7%, ·
> COc1ccc(N2CCN(C(=O)Cn3cnc4sc(C)c(S(=O)(=O)N5CCOCC5)c4c3=O)CC2)cc1
    -5%, -2, -21, -3%, 5%, -4%, -6%
> Cc1cccc(C(=O)O/N=C/c2c(Cl)n(C)c3ccccc23)c1
    5%, 1, 17, 34%[activator], 7%, 1%, 7%
> CCNS(=O)(=O)c1ccc(Br)c(OC)c1
    ·, -3, -8, 20%, 0%, -5%, 1%
> O=C(N/N=C\c1cccnc1)c1cc(-c2ccc(Cl)s2)[nH]n1
    ?, -2, 19, 187%[activator], -1%, 21%, 0%
> COc1cccc(/C=N/n2c(=S)n(C)c3cc(C)c(C)cc32)c1OC
    ?, -3, -21, -1%, -4%, -7%, 5%
> NC(=O)/C(=C/c1ccco1)C(N)=S
    -24%, 1, -14, -19%, -31%, 2%, -10%
> Cc1ccc(OCC(=O)c2cc(C)n(-c3ccccc3)c2C)c([N+](=O)[O-])n1
    33%[activator], 46*, 64*, 28%, -15%, -9%, -2%
> N#CC(C(N)=O)=C1CCC2(CC1)OCCCCO2
    0%, -2, -12, -14%, 1%, 11%, -2%
> O=C(O)CCCN=C1CCCc2ccccc2N1
    6%, -4, -14, 35%[activator], -3%, -2%, -5%
> Cc1cc(OC(C)C(=O)NCc2cccnc2)c2c(C)cc(=O)oc2c1 (centres undefined)
    ?, -6, -5, ?, 34%, 8%, 0%
> CCC(=O)Nc1ccc(NC(=O)Cc2ccccc2)cn1
    69%[activator], -4, -3, ·, -6%, -3%, -4%
> O=C(NCCc1ccco1)C(=O)NCC1OCCCN1S(=O)(=O)c1ccc(F)cc1 (centres undefined)
    -12%, 10, 16, -11%, -3%, 6%, -3%
> COc1ccc(-c2nc(NC(=O)C3CC(=O)N(Cc4ccco4)C3)sc2C)cc1 (centres undefined)
    12µM*, ·, ·, ?, 2%, -10%, ·
> CCCCCOc1ccc(C(=O)NC(CCC)C(=O)O)cc1 (centres undefined)
    5%, 6, -24, -17%, -2%, 1%, -1%
> Cc1cc(Nc2cccc(F)c2)nc(-c2ccccc2O)n1
    ?, 14, 25, 2%, -6%, 33%[activator], 6%
> Cc1ccc(C(=O)N2CCN(c3ccc(NC(=S)NC(=O)c4cccs4)cc3)CC2)cc1
    ?, -2, 13, -15%, -6%, 33%[activator], -2%
> O=C1Nc2ccccc2/C1=C/c1cnc(-c2ccccc2)[nH]1
    116%[activator], 59*, 53*, 161%[activator], -11%, -18%, 2%
> O=C(NCc1ccco1)C(c1ccccc1)N(C(=O)Cc1cccs1)c1cccnc1 (centres undefined)
    ?, 6, 11, ?, -4%, -3%, -9%
> NC(=O)c1nsc(C(=O)N(CC(=O)NCc2ccc(F)cc2)Cc2ccco2)c1N
    ·, -3, -8, 24%, 0%, -24%, -3%
> O=c1c2cccnc2[nH]c(=S)n1CCCN1CCN(c2ccccc2F)CC1
    10%, -6, -17, 134%[activator], -4%, -7%, -2%
> Cc1c(Cl)c(=O)oc2cc(OCC(=O)NCc3cccs3)ccc12
    1%, -2, -1, 25%, 2%, -6%, 0%
> CCOC(=O)c1sc(NC(=O)CS(=O)(=O)c2ccc(C)cc2)nc1C
    20%, -2, 11, 5%, -5%, 11%, -1%
> COC(=O)c1ccc(NC(=O)CSC2=NC(=O)C(c3ccccc3)C(=O)N2)cc1 (centres undefined)
    -9%, -1, -7, -4%, -7%, 6%, -1%
> COc1cccc(C(=O)Nc2nnc(S(=O)(=O)N(C)Cc3ccccc3)s2)c1
    0%, -9, -2, ?, 2%, 17%, 8%
> O=C(COc1ccc([N+](=O)[O-])cc1)Nc1cc(C(=O)O)cc(C(=O)O)c1
    8%, 10, 1, 16%, 2%, 2%, -12%
> CCc1ccc(CCC(=O)Nc2nnc(C)s2)o1
    -20%, 3, -2, ·, -6%, -3%, 4%
> FC(F)(F)COc1ccc(-n2ccnc2)nn1
    10%, -2, 14, 2%, -3%, -6%, 0%
> O=C(Nc1ccccc1)N1CCN(c2cccc(C(F)(F)F)c2)CC1
    ?, -3, -24, ·, 3%, -2%, 7%
> CCn1c(=O)c(C(=O)NCc2ccc(F)cc2)c(O)c2ccccc21
    -3%, -3, -4, 12µM*, -3%, 7%, -2%
> O=C(Nc1ccc(-c2cn3ccccc3n2)cc1)c1ccco1
    219%[activator], 58*, 68*, 128%[activator], -14%, -4%, ?
> O=CN1CCN(C(=O)c2cccc3c2-c2ccccc2C3=O)CC1
    -9%, -1, -2, -1%, -1%, -10%, -3%
> O=C(COc1ccc(Cl)cc1)NCCCn1ccnc1
    ·, -5, -16, 19%, -6%, -11%, 0%

Additional results:
Each structure is followed by: Pf growth 48h, Cycloheximide cs, Shiga inhibitor, Pf growth 96h, Tb PYK inh, AMA1-RON2 inh, LmPK inhibitor
> c1ccc2c(CNn3cnnc3)cccc2c1
    34%[activator], -3, 5, 263%[activator], 2%, 9%, 1%
> Cc1[nH]nc2ncc(C(=O)c3ccccc3O)cc12
    ?, -5, -8, ?, 4%, 41%[activator], -2%
> COc1cccc(CC(=O)Nc2ccc(S(=O)(=O)N3CCOCC3)cc2)c1
    0%, ·, ·, ?, -4%, -9%, ·
> CCN(C(=O)c1c(C)cc(=O)oc1C)c1ccc2c(c1)OCO2
    36%[activator], -2, -4, 40%[activator], 0%, 2%, -3%
> O=C1c2ccccc2C(=O)N1c1ccc(-c2nc3ccccc3o2)cc1
    37%[activator], 7, -18, 98%[activator], ·, ·, 2%
> CCCC(=O)c1c[nH]c(C(=O)NCc2ccco2)c1
    50%[activator], -2, -25, -4%, 2%, 6%, -1%
> O=c1[nH]c2ccc(S(=O)(=O)NCc3ccccn3)cc2s1
    -11%, -3, 25, 30%, -10%, 3%, 1%
> C=C1SC(Nc2c(C)cccc2C)=NC12CCCCC2
    ?, 6, 10, ?, -21%, -6%, 15%
> CCN1CCN(C(=O)Nc2cccc3ccccc23)CC1
    ·, -6, -9, -15%, -8%, -4%, -1%
> Cc1csc(N(C(=O)c2ccc(S(=O)(=O)N(C)C)cc2)c2ccccc2)n1
    ·, -3, 13, -7%, 2%, 2%, 2%
> c1ccc2c(CCNC3CCCCC3)c[nH]c2c1
    ?, -1, 7, 64%[activator], 0%, -7%, -1%
> COc1cc(S(=O)(=O)NC2CCSc3ccccc32)ccc1NC(C)=O (centres undefined)
    ?, 3, -7, -5%, -7%, -3%, 2%
> Cc1ccc(NC(=S)NNC(=S)NCc2ccccc2)cc1
    22%, -3, 18, ?, -18%, 18%, 5%
> Cn1nc(C(=O)OCc2ccc(F)cc2)c2ccccc2c1=O
    142%[activator], 14, 32, 26%, 7%, -8%, 0%
> O=C(NCc1ccc(F)cc1)C1C2C=CC3(CN(Cc4cccnc4)C(=O)C13)O2 (centres undefined)
    ?, 3, -11, 20%, 11%, 30%, 0%
> O=S(=O)(Cc1ccccc1)NCC1CCCN(Cc2ccc(F)c(F)c2)C1 (centres undefined)
    -28%, 0, -10, ?, -8%, -20%, -8%
> CCOc1cc(-c2nc(-c3ccc(C)nc3OCC)no2)cc(OCC)c1OCC
    2%, 1, -8, -1%, 0%, 5%, -4%
> O=C(NCC1CCCN(Cc2cccc(C(F)(F)F)c2)C1)c1ccc(F)cc1 (centres undefined)
    ?, 4, -10, ?, 0%, 0%, -1%
> CN1C(=S)SC(N2OC3C(=O)N(c4ccccc4)C(=O)C3C2c2ccccc2)C1(C)C (centres undefined)
    0%, -4, -4, 45%[activator], ·, ·, 1%
> O=C(Cn1cccn1)N1CCCC(N2CCN(c3cccc(C(F)(F)F)c3)CC2)C1 (centres undefined)
    ?, 22, -7, -1%, 11%, -5%, -2%
> O=C(COC(=O)c1cnccn1)NCc1ccc(Cl)cc1
    12%, -3, -4, 29%, 2%, -1%, 0%
> CCOC(=O)Nc1ccc(S(=O)(=O)Nc2nccc(C)n2)cc1
    -13%, 1, 6, 14%, ·, -14%, 2%

Assay outcomes: PubChem, National Center for Advancing Translational Sciences (NCATS)
